# Cav3 T inh: blocks human Cav3.2 T-type calcium channel; O95180; Cav3.2-expressing cells, Fluo-4 calcium fluorescence FDSS; active compounds read low; B-score at 10 µM; 100,000 compounds, 4% hits; AID 449739;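 active = single-dose well whose peak fluorescence ratio is a statistical outlier from its plate by either plate-standardised score or position-corrected B-score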
# Target sequence (O95180 whole entry, looked up): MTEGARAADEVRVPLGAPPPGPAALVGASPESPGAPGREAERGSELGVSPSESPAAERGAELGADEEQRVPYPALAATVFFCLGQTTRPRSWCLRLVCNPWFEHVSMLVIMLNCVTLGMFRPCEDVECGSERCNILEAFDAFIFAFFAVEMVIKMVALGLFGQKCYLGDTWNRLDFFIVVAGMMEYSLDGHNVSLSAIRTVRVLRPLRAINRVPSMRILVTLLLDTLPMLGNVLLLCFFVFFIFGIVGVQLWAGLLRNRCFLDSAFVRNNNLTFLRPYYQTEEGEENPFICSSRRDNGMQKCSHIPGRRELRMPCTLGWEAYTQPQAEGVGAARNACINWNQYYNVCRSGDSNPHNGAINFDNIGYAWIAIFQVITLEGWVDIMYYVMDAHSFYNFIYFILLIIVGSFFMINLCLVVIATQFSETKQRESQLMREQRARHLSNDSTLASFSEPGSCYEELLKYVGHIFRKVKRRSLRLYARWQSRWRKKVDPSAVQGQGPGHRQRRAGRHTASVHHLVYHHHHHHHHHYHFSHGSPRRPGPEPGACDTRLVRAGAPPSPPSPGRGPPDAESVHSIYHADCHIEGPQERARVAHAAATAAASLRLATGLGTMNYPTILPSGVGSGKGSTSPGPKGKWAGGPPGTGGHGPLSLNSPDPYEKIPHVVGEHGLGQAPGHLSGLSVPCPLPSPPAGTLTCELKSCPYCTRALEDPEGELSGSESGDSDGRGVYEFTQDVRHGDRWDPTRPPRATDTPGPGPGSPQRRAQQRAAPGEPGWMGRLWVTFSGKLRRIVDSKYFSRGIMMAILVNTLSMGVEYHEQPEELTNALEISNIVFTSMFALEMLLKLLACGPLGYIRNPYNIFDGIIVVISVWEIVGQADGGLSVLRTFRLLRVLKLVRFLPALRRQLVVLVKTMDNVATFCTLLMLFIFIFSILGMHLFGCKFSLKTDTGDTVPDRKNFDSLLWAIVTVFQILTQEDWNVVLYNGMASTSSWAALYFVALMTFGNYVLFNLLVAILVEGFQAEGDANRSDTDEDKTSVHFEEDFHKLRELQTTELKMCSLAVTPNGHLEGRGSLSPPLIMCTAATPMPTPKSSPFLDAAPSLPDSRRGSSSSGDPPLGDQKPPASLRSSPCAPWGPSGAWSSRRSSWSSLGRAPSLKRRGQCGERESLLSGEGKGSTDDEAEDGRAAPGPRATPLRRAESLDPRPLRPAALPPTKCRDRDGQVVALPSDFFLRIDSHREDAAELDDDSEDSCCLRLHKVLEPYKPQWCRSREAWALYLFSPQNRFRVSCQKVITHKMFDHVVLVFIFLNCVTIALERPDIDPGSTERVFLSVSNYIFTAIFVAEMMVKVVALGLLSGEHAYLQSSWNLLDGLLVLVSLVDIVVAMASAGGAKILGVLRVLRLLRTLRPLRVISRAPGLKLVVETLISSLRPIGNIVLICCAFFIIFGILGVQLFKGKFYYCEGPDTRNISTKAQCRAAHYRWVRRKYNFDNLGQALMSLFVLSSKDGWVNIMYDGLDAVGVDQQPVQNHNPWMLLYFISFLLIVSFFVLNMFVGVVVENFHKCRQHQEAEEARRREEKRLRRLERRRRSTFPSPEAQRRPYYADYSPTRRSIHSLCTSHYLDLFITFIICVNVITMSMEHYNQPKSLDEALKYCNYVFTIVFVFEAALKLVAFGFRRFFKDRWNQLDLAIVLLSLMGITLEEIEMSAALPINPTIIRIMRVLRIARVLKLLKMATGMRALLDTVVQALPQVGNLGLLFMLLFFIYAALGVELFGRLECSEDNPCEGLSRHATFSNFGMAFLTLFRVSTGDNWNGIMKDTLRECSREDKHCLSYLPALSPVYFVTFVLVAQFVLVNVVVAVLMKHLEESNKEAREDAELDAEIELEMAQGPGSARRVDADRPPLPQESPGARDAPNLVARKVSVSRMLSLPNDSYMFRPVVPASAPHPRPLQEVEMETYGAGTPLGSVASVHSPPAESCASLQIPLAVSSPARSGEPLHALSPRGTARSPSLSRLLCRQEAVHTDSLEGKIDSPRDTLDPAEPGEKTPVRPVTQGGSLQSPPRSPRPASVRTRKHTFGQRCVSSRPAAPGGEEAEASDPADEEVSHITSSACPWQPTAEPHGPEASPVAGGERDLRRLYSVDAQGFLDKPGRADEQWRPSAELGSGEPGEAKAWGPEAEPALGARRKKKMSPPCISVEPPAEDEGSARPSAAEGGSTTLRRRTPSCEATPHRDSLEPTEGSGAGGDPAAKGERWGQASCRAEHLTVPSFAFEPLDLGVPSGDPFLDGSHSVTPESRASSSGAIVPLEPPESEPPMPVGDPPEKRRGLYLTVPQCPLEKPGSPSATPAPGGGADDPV
# The depositor's hits bear a star; & = joins results of further samples. These rows are one share of the data (hit frequency here may not be typical).
Molecule,Cav3 T inh
O=S(=O)(c1ccccc1)N1CN2CCN(C2)C1,-0.0098
Fc1ccc2c(c1)nnn2C1CCN(Cc2nnnn2C2CCCCC2)CC1,1.3
Cc1ccc(Cn2nnnc2CN2CCC(n3nnc4cc(C(F)(F)F)ccc43)CC2)cc1,-2.9
CN1CCN(Cc2ccc(OC(F)(F)F)cc2)CC1,0.0078
CCC(=NCC1CCCO1)c1c(O)n(-c2ccc(Cl)cc2)c(=O)[nH]c1=O (centres undefined),0.92
O=C(C1CCCN(c2nnc(-n3cccc3)s2)C1)N1CCC2(CC1)OCCO2 (centres undefined),0.64
CC(=O)c1cccc(NC2=NCC(C)S2)c1 (centres undefined),0.8
CC1C2Cn3c(nc4ccccc43)C1N(C)O2 (centres undefined),0.3
OC(c1ccccc1)(c1ccccc1)C1CCCN1 (centres undefined),0.23
CCN(CC)CCCN=C(C)c1c(O)n(-c2ccc(C)cc2)c(=O)[nH]c1=O,-0.27
CC(Cc1ccccc1Sc1ccc(O)cc1)N(C)C (centres undefined),-0.39
Cc1ccc2c(c1)C1CN(C)CCC1N2C(=O)COc1ccc(S(=O)(=O)N2CCOCC2)cc1 (centres undefined),0.15
CCN1CCN(C(=O)Cc2coc3ccc4ccccc4c23)CC1,0.36
C=CCn1c(O)c(C(CC)=NCCC2=CCCCC2)c(=O)[nH]c1=O,0.25
COc1ccc(OC)c(N2C(=O)NC(=O)C3(Cc4cc(C)ccc4N(C)C3)C2=O)c1 (centres undefined),0.0073
Cc1oc(-c2ccc(Cl)cc2)nc1CS(=O)CC(=O)N1CCC2(CC1)OCCO2 (centres undefined),0.96
c1ccc2c(N3CCNCC3)cccc2c1,-0.34
CC12CN3CC(C)(CN(C1)C3c1ccco1)C2=O (centres undefined),-0.69
CC1CCC[C@H](O)CCCCCc2cc(O)cc(O)c2C(=O)O1 (some centres undefined),-0.91
COC(=O)C1=C(c2ccccc2)C[C@@H]2CC[C@H]1N2C(=O)N1CCOCC1,-0.4
C(=NC12CN3CN(CN(C3)C1)C2)c1cccs1,0.73
CSc1ccc(CNC2CN3CCC2CC3)cc1 (centres undefined),0.52
CC(O)(CS(=O)(=O)c1ccccc1)C(=O)Nc1cccc(C(F)(F)F)c1 (centres undefined),0.013
Cc1cccc(N2C(=O)CC(=O)NC2=O)c1,0.49
CS(=O)(=O)c1ccc(C2=C(c3ccccc3)C(=O)OC2)cc1,0.43
CCC(C)N=Cc1c(O)n(-c2ccccc2)c(=O)[nH]c1=O (centres undefined),0.03
CNCC(=O)c1ccccc1,-0.002
O=c1[nH]c2ccccc2n1C1CCN(CCCC(c2ccc(F)cc2)c2ccc(F)cc2)CC1,-4.8*
CCOC(=O)C(C)(CC)NC(=O)CSP(=S)(OCC)OCC (centres undefined),0.57
O=C1NC(=O)N(c2ccccc2)C(=O)/C1=C/c1ccc(Sc2ccccc2)o1,1.1
O=C(Nc1ccccc1)NC1CC2CCC(C1)N2 (centres undefined),-0.36
CCCCCCCC(=O)NC(Oc1ccccc1[N+](=O)[O-])C(Cl)(Cl)Cl (centres undefined),-6.9*
CN(C(=O)c1ccco1)C1(c2ccccc2Cl)CCCCC1=O (centres undefined),-0.78
O=c1c2ccccc2nc(-c2cccs2)n1-c1ccccc1,-0.95
Cc1ccc(S(=O)(=O)NP(=O)(Oc2ccccc2)Oc2ccccc2)cc1,-1.8
CN1C(=O)C(Cc2nc3ccccc3c(=O)n2-c2ccccc2)c2ccccc21 (centres undefined),1.9
O[C@@H]1CCCN2CCc3c([nH]c4ccccc34)[C@H]12,0.61
Cc1nn(Cc2ccccc2)c(C)c1C(=O)OCC(=O)Nc1ccccc1SCC#N,-2.1
COc1cccc(C2=NOC(C(=O)N3CCC4(CC3)OCCO4)C2)c1 (centres undefined),0.48
CN(C)CC1CSCCC1(O)c1ccc(Cl)cc1 (centres undefined),1.1
CCOc1cc(C=C2C(=O)NC(=O)NC2=O)ccc1OS(=O)(=O)c1ccccc1,-1.3
CCOC(=O)c1cccc([P+](=O)O)c1,0.28
COc1ccccc1/C=C1/C(=N/O)C2CCN1CC2,0.29
CCC(=O)c1cn(Cc2ccc(C#N)cc2)c2ccccc12,-2.1
COc1cc2c(C(=O)N3CCN(C)CC3)c(C)n(C)c2cc1Br,0.61
O=c1[nH]c(=O)n(C2CCCCC2)c(O)c1C=NCCCn1ccnc1,-0.083
CCOc1cccc(CNC2CN3CCC2CC3)c1 (centres undefined),-0.016
Cn1ccnc1P(=S)(c1nccn1C)N1CCOCC1,0.57
CCC(=NC1CC1)c1c(O)n(-c2ccc(OC)cc2)c(=O)[nH]c1=O,0.58
COc1ccc(C2NCc3ccc4c(c3-n3cccc32)OCO4)cc1OC (centres undefined),-0.026
CC(CO)(CO)N=Cc1c(O)n(-c2cccc3ccccc23)c(=O)[nH]c1=O,0.19
COc1ccccc1CCNCc1cc2c(cc1[N+](=O)[O-])OCO2,0.41
CCCCCCn1c(O)c(C=NCCCn2ccnc2)c(=O)[nH]c1=O,0.36
CC1CCC(C(C)C)C(OP(N)(=O)c2ccccc2)C1 (centres undefined),-0.54
Cc1ccc2nc3c(cc2c1)CC1(C(=O)N(C)C(=O)N(C)C1=O)C1COCCN31 (centres undefined),0.54
CCCC(C)C1(CC)C(=O)NC(=Nc2ccc(F)cc2)NC1=O (centres undefined),0.85
COc1ccc2c(c1)[C@]13CCCCC1C(C2)N(C)CC3 (some centres undefined),1.1
C=CCNC(=O)c1c(N)n(CCN2CCOCC2)c2nc3ccccc3nc12,-0.025
O=c1c2ccccc2nc(-c2ccccc2)n1-c1ccncc1,-0.067
CC(C)CCP(=O)(O)c1ccccc1,0.3

# Next section:
Molecule,Cav3 T inh
CCOC(=O)C1=C(N)Oc2c(c(=O)oc3ccccc23)C12C(=O)N(C)c1ccccc12 (centres undefined),0.91
O=C(Cn1ncc2c3ccccc3n(Cc3ccccc3)c2c1=O)N1CCC2(CC1)OCCO2,-11*
COc1cc(C2SCC(=O)Nc3c2c(=O)[nH]n3C2CCCCCC2)cc(OC)c1OC (centres undefined),0.13
CC[C@@H](CO)NC(=O)[C@@H]1C=C2c3cccc4c3c(cn4C)C[C@H]2N(C)C1,0.1&-0.048
CC(C)N1OC2CC1c1nc3ccccc3n1C2 (centres undefined),0.58
C[C@]12CC[C@@H](O)C[C@@H]1CC[C@@H]1[C@@H]2CC[C@]2(C)C(=O)CC[C@@H]12,-0.41
CN(C)C1=C(C#N)C(c2ccccc2)=NP(N(C)C)(N(C)C)=N1,-0.35
COc1cc2c(c(OC)c1OC)-c1ccc(C(=O)O)cc1[C@@H](NC(C)=O)CC2,0.32
O/N=C1\CCC2CN(C3CCCCC3)CC2C1 (centres undefined),-0.38
CN1CCc2nc(SCC(=O)OC(C)(C)C)c(C#N)cc2C1,0.56
Cc1cc(NC(=O)CCC(=O)N2CCC3(CC2)OCCO3)no1,-0.4
O=C(CN1CCOCC1)c1ccc2cc[nH]c2c1,-0.087
O=C(NCc1ccc(C(=O)N2CCC3(CC2)OCCO3)cc1)c1ccc2c(c1)OCO2,1.2
CCCNC(=O)N1C2CCC1CC(O)(c1cccnc1)C2 (centres undefined),0.082
Cc1ccc(-n2c(O)c(C=NC3CCCCC3N)c(=O)[nH]c2=O)cc1C (centres undefined),-0.02
O=C(Cc1ccccc1)OC(COCc1ccccc1)CN1CCOCC1 (centres undefined),1
c1cncc(C2CCCN2)c1 (centres undefined),-0.17
CC(=O)Nc1ccccc1C(=O)OCc1ccc(C(=O)c2ccccc2)cc1,-1.5
Cc1cc(Br)ccc1N1C(=O)CC(=O)NC1=O,0.13
Nc1ccc2c(c1)oc1ccccc12,0.46
O=c1[nH]c(O)c(/C=C2\C=NN=C2c2ccccc2)c(=O)[nH]1,0.95
CN1C(=O)c2ccccc2NC(=O)C1Cc1ccccc1 (centres undefined),0.27
CC(=O)N1N=C2C3CCN(CC3)C2C1c1ccc(C)cc1 (centres undefined),-0.0061
O=[N+]([O-])c1ccccc1CNCCc1ccc(F)cc1,-0.38
CC(C)(C)P(=O)(c1ccncc1)N1CCCC1 (centres undefined),0.69
COc1ccc(-n2c(O)c(C(C)=NCc3ccco3)c(=O)[nH]c2=O)cc1,-0.2
O=C(c1cc(-c2cccnc2)nc2ccccc12)N1CCC2(CC1)OCCO2,0.45
Cc1ccccc1-n1c(C)nc2sccc2c1=O,0.87
C[C@H](O)[C@H]1CC[C@H]2[C@@H]3CCC4=CC(=O)CC[C@]4(C)[C@H]3CC[C@]12C,-1.6
CCOP(=O)(C(NC(=O)c1ccccc1Cl)=C(Cl)Cl)c1ccccc1 (centres undefined),0.077
CC(=O)OC1N=C(c2ccccc2)c2cc(C)ccc2NC1=O (centres undefined),-0.35
CC(=NCc1ccc2c(c1)OCO2)c1c(O)n(C)c(=O)n(C)c1=O,0.076
CN1CCN(c2nccc3c2ncn3C)CC1,0.15
COC(=O)C1=C(c2ccc(S(C)(=O)=O)cc2)C[C@@H]2CC[C@H]1N2C(=O)NCc1ccccc1,0.55
CCC1(CCc2ccncc2)C(=O)NC(=O)NC1=O,-0.011
CCOC(=O)c1c(C)n(Cc2ccc3c(c2)OCO3)c2ccc(O)cc12,0.0073
Cc1cnn(C2CCN(C)CC2)c1N,0.78
COc1ccc(C2NCc3ccccc3-n3cccc32)cc1 (centres undefined),-0.15
CCn1c(O)c(C=Nc2ccc(N3CCOCC3)cc2)c(=O)n(CC)c1=S,-4.5*
CCC(=O)OC1(c2cccc(C)c2)CC(C)N(C)CC1C (centres undefined),-0.087
O=C(C1CC(c2ccc(Cl)c(Cl)c2)=NO1)N1CCC2(CC1)OCCO2 (centres undefined),0.47
O=C(c1cc2ccccn2n1)N1CCC2(CC1)OCCO2,0.3
Cc1cccc(NC2=NCCCS2)c1C,0.66
CNCCCc1ccccc1,-0.2
COC(=O)c1c(C)[nH]c(C(=O)C(Cc2ccccc2)N(C)C)c1C (centres undefined),0.39
CCc1nc2ccccc2c(=O)n1-c1ccc2ccccc2c1,-0.72
O=c1c2ccccc2nc(CSc2ncnc3nc[nH]c23)n1-c1ccccc1,-0.29
CCOP(=O)(OCC)C(C)(C)NC(=O)C(Cl)(Cl)Cl,0.18
CN1CCN(c2ccc(C=O)cc2)CC1,-1.2
N[C@@H](Cn1oc(=O)[nH]c1=O)C(=O)O,0.48
CC(C)=CCOc1c2occc2cc2ccc(=O)oc12,-0.66
CN1CCN(c2ncnc3ccc(Br)cc23)CC1,0.21
CCCSc1nc(O)c(CC)c(=O)n1C(C)CC (centres undefined),0.24
CCCCCn1c(=O)c(C(=O)Nc2c(C)n(C)n(-c3ccccc3)c2=O)c(O)c2ccccc21,-7.2*
CNP(=S)(NC)OCCOc1ccc(OC)cc1,-0.38
COc1ccc(Cl)cc1NC1=NCC(C)S1 (centres undefined),0.2
Cc1ccc(C(=O)Nc2ccc(Cl)cc2C(=O)c2ccccc2)cc1,-1.1
O=P1(Nc2cccnc2)COc2ccccc2OC1,1.5
O=c1c2ccccc2nc(N2CCCC2)n1-c1ccccc1,-1.1
CC(C)OC(=O)c1c(N)n(CC2CCCO2)c2nc3ccccc3nc12 (centres undefined),0.47

# Two entries picked at random from the list so far:
Molecule,Cav3 T inh
CCOc1cccc(CNC2CN3CCC2CC3)c1 (centres undefined),-0.016
CN(C(=O)c1ccco1)C1(c2ccccc2Cl)CCCCC1=O (centres undefined),-0.78

# The listing continues.
Molecule,Cav3 T inh
O=c1c2ccccc2nc(-c2ccoc2)n1-c1ccccc1,-0.046
CC(C)OCCCNC(=O)c1c(N)n(Cc2cccs2)c2nc3ccccc3nc12,-0.77
O=C(c1cc2ccccc2oc1=O)N1CCC2(CC1)OCCO2,0.34
C=CCn1c(O)c(C=NCCN2CCNCC2)c(=O)[nH]c1=O,0.0091
CCOC(=O)c1cncn1[C@H](C)c1ccccc1,0.9
CCOP(=O)(CN(CC)CCNP(=O)(OCC)OCC)OCC,-0.21
O=C(c1cc(-c2ccccc2)nc2ccccc12)N1CCC2(CC1)OCCO2,-0.49
CCCCOC(=O)COc1cc(C)cc2oc(=O)c3c(c12)CCC3,-1.1
Cc1c2cnn(CC(=O)N3CCC4(CC3)OCCO4)c(=O)c2c(C)n1Cc1ccccc1F,-0.5
CN1C(=O)N(C)C(=O)C2(Cc3ccccc3N3CCOCC32)C1=O (centres undefined),-0.46
C(#CCN1CCOCC1)COC/C=C/c1ccccc1,0.93
CCOP(=O)(OCC)C(NC(C)=O)C(Cl)(Cl)Cl (centres undefined),-0.27
Fc1ccc(NC2=NCCS2)cc1Cl,0.025
CCOP(=O)(OCC)C(CC)N1CCOCC1 (centres undefined),0.51
Cc1n[nH]c(C)c1CCN,0.19
COC(=O)CC1(CC(=O)OC)C(=O)NC(=O)NC1=O,0.026
COc1ccc(S(=O)(=O)Cc2ccc(C(=O)N3CCC4(CC3)OCCO4)o2)cc1,0.18

# Reformatted as labelled records: entries from further up
SMILES: COc1ccc(S(=O)(=O)Cc2ccc(C(=O)N3CCC4(CC3)OCCO4)o2)cc1
  Cav3 T inh: 0.18

SMILES: CCOC(=O)c1cncn1[C@H](C)c1ccccc1
  Cav3 T inh: 0.9

SMILES: CCOP(=O)(CN(CC)CCNP(=O)(OCC)OCC)OCC
  Cav3 T inh: -0.21

SMILES: Cc1n[nH]c(C)c1CCN
  Cav3 T inh: 0.19
